High-throughput results from PubChem.
DT40 TDP1 no CPT – qHTS for Inhibitors of human tyrosyl-DNA phosphodiesterase 1 (TDP1): qHTS in cells in absence of CPT; DT40 Tdp1-/- hTDP1 cells, no CPT, ATP luminescence, 48 h; Potency, µM (top dose mostly 46.2 µM), inactives show at the top dose activity change, negative = growth inhibition, usual class: inhibitors; 420,000 tested, 15% active; AID 686978, 2013; also: nearly all actives have a fitted effect of over 55% in size
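Chicken DT40 Tdp1-/- cells stably complemented with human TDP1 were seeded at 400 cells/well with DMSO in place of 20 nM camptothecin. After compound pinning, cells grew at least 48 hr at 37 °C; viability read by CellTiter-Glo luminescence.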
TDP1 block – qHTS Assay for Inhibitors of Tyrosyl-DNA Phosphodiesterase (TDP1) | Tyrosyl-DNA phosphodiesterase 1 (Homo sapiens), Q9NUW8 | recombinant TDP1, AlphaScreen DNA substrate cleavage | Potency, µM (highest dose often 130 µM), for the others: at the highest dose activity change, negative = inhibition, actives largely listed as inhibitors | 350,000 tested, 0.28% active; also: nearly all actives have a fitted effect of over 40% in size
Target sequence (Q9NUW8 whole entry, looked up): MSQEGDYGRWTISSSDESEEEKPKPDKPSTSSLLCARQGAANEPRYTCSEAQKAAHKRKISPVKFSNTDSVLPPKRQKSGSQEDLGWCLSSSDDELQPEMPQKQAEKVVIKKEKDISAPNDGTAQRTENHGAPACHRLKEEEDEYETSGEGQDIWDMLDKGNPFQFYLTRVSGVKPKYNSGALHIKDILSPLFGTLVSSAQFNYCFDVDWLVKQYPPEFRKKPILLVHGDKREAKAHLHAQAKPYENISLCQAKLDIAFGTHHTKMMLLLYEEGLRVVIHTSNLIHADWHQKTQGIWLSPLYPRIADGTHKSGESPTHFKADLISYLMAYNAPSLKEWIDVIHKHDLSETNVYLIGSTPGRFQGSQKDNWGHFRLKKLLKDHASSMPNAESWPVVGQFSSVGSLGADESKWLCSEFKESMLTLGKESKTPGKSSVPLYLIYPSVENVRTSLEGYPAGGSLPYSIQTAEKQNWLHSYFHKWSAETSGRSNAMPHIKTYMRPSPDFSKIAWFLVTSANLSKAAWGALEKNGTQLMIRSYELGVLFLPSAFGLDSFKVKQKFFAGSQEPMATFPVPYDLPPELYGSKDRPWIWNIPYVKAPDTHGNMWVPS
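E. coli-derived human Tdp1, 1 nM final. Cpd preinc 15 min RT; substrate 15 nM final, 5 min RT; AS bead mix 10 ug/ml final, 10 min RT. Signal loss = tyrosine-FITC cleavage. No-enzyme wells = max signal.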
TDP1 cell CPT – qHTS for Inhibitors of human tyrosyl-DNA phosphodiesterase 1 (TDP1): qHTS in cells in presence of CPT; Potency, µM (top dose mostly 46.2 µM), inactives show at the top dose activity change, negative = growth inhibition, usual class: inhibitors; 420,000 tested, 12% active; chicken DT40 Tdp1-/-;hTDP1 cells + 20 nM CPT, ATP luminescence, 48 h; AID 686979, 2013; also: nearly all actives have a fitted effect of over 55% in size
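Chicken DT40 Tdp1-/- cells stably complemented with human TDP1 were seeded at 400 cells/well in medium containing 20 nM camptothecin, exposed to pin-transferred compounds, and grown at 37 °C for at least 48 hr. Viability was read as ATP luminescence.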
An asterisk follows results filed as active; ? = inconclusive; . = not tested or not shown; [ ] = remark or other dose. Calls follow the shape of the dose curve; as a rule, active = well fitted curve in the direction sought with a large enough effect; inconclusive = small, poorly fitted or top-dose-only effect, or another doubt; inactive = no such curve, though single readings can be large; an effect the other way counts as inactive or inconclusive. % is scaled to controls: 0 for no effect and ±100 for the full control effect; potency is read from the fitted curve at half-maximal effect.

Molecule	DT40 TDP1 no CPT	TDP1 block	TDP1 cell CPT
Cc1cc(NC(=O)COc2coc(CN3CCN(c4ccc(F)cc4)CC3)cc2=O)no1	0%	-10%	-24%
Cc1onc(-c2ccccc2)c1C(=O)OCC(=O)Nc1cc(S(=O)(=O)N2CCOCC2)ccc1Cl	23µM*	2%	23µM*
OC(COc1ccc(OCC(O)CN2CCN(Cc3ccccc3)CC2)cc1)CN1CCN(Cc2ccccc2)CC1 (stereo not given)	?	.	?
COc1ccc(N/C=C\C(=O)c2ccc(Br)cc2)cc1OC	-23%	0%	-14%
CCOc1cc(NC(=S)NCCCN2CCOCC2)c(OCC)cc1NC(=O)CC(C)C	9%	4%	-3%
CC(=O)c1cn(C)c(=O)n(C)c1=O	7%	3%	1%
CN(C)NC(=S)NC1CC2CCC1C2 (stereo not given)	4%	-5%	2%
CC(OC(=O)Cc1n[nH]c(=O)c2ccccc12)C(=O)Nc1ccc(F)cc1 (stereo not given)	-19%	0%	?
CN(CC(=O)Nc1cc(C(F)(F)F)ccc1-n1cncn1)Cc1nc2ccccc2c(=O)[nH]1	-23%	.	-29%
Cn1c(C(=O)OCC(=O)NCc2cccs2)cc2sccc21	?	8%	?
C#CCn1cc(Cl)cc(C(=O)Nc2ccccc2)c1=O	-10%	.	3%
CCOC(=O)C1(Cc2cccc(F)c2)CCN(C(=O)COC)CC1	-9%	4%	-21%

3 compounds already listed, arranged by number of heavy atoms, descending.
Molecule	DT40 TDP1 no CPT	TDP1 block	TDP1 cell CPT
OC(COc1ccc(OCC(O)CN2CCN(Cc3ccccc3)CC2)cc1)CN1CCN(Cc2ccccc2)CC1 (stereo not given)	?	.	?
Cc1cc(NC(=O)COc2coc(CN3CCN(c4ccc(F)cc4)CC3)cc2=O)no1	0%	-10%	-24%
CN(C)NC(=S)NC1CC2CCC1C2 (stereo not given)	4%	-5%	2%

New compounds follow:
Molecule	DT40 TDP1 no CPT	TDP1 block	TDP1 cell CPT
Cc1ccc2nc(NC(=O)C3CCN(S(=O)(=O)c4cc([N+](=O)[O-])ccc4Cl)CC3)sc2c1	6.5µM*	-5%	9.2µM*
CN(C)C(=S)NC(C)(C)C	-13%	2%	28%
Cc1cc2c(cc(C(=O)O)n2C)s1	-21%	2%	1%
Cc1ccc(N(CC(=O)NCc2ccc3c(c2)OCO3)C(=O)CCC(=O)Nc2ccccn2)cc1	?	5%[0.0935 µM]	-17%
COc1ccc(NC(=O)NC(=O)c2cc(OCC(F)(F)F)ccc2OCC(F)(F)F)cc1	-29%	-1%	1%
COCCCNC(=O)C[C@@H]1C[C@@]2(C(=O)OC)CCCCC=C2N(Cc2ccco2)C1=O	0%	.	1%
Cc1c(C(=O)N(Cc2cccc(Br)c2)C2CCS(=O)(=O)C2)oc2ccc(F)cc12 (stereo not given)	?	6%	?
Cc1cccc(NS(=O)(=O)c2ccc3[nH]c(=O)ccc3c2)c1C	?	3%	?
COc1cccc2cc(C(=O)NCc3ccccc3Br)c(=O)oc12	21%	2%	-10%
Cc1ccc(OCCC(=O)OCC(=O)N2CCN(S(=O)(=O)c3ccc(Cl)cc3)CC2)cc1	?	6%[0.505 µM]	?
COc1cc(C(O)c2nc(-c3cc(F)cc(F)c3)cs2)ccc1F (stereo not given)	15µM*	.	23µM*
Cc1ccc(CN2C(=O)C(F)(F)Oc3ccc(C)cc32)cc1	-2%	.	-6%

Of the compounds above, 3 have bromine:
Molecule	DT40 TDP1 no CPT	TDP1 block	TDP1 cell CPT
COc1ccc(N/C=C\C(=O)c2ccc(Br)cc2)cc1OC	-23%	0%	-14%
Cc1c(C(=O)N(Cc2cccc(Br)c2)C2CCS(=O)(=O)C2)oc2ccc(F)cc12 (stereo not given)	?	6%	?
COc1cccc2cc(C(=O)NCc3ccccc3Br)c(=O)oc12	21%	2%	-10%

(next part)
Molecule	DT40 TDP1 no CPT	TDP1 block	TDP1 cell CPT
Cc1ccc(OC(=O)c2ccc(Br)o2)cc1	-27%	2%	-25%
Cc1ccc2c(c1)cc(CN(Cc1cccnc1)C(=O)NCc1ccccc1)c1nnnn12	-27%	2%	4%
O=C1CCC/C(=N\NC(=O)COc2ccc(Cl)cc2)C1	-15%	6%	-16%
CC(C)(C)c1cccc(Cn2nnc3ccccc32)c1O	21µM*	-11%	29µM*
COc1cc(CCC(=O)OCC(=O)NCc2ccccc2)cc(OC)c1OC	2%	0%	4%
CCN(C(=O)COC(=O)c1c(C)noc1C)C1CCS(=O)(=O)C1 (stereo not given)	3%	-15%	-5%
COc1ncc(-c2ccc(N3C(c4ccsc4)=Cc4ccc(F)cc4C3CC(=O)c3ccco3)cc2)cn1 (stereo not given)	?	.	?
COc1cc2nc(Cl)nc(NC3CCN(Cc4ccccc4)CC3)c2cc1OC	10µM*	.	7.1µM*
COc1ccc(CC(N)c2csc(NC(=O)Nc3ccccc3C(C)(C)C)n2)cc1 (stereo not given)	?	.	?
O=C1O/C(=C\C(=O)N2CCOCC2)c2ccccc21	?	5%	-14%
C#CCCC/C(=C\C(=O)N(C)[C@H](C(=O)N(C)[C@H](C(=O)N(C)[C@H](C(=O)N(C)[C@H](C(N)=O)C(C)C)C(C)C)C(C)C)C(C)C)OC	18µM*	0%	21µM*
CC(C)=CCCC(C)CN1CCC(N2CCC(C(=O)N3CCOCC3)CC2)CC1 (stereo not given)	?	4%	?
O=C(Nc1cccnc1)c1ccc(C(=O)Nc2cccnc2)cc1	?	3%	-11%
CCCCC1(Cc2ccc([N+](=O)[O-])cc2)C(=O)N(c2ccccc2)N(c2ccccc2)C1=O	?	1%[56.1 µM]	?
COc1cc(/C=N/Nc2nc(C)cc(C)n2)ccc1O	1%	.	0%
C=CCNC(=O)COC(=O)c1ccc(Sc2nncn2C)c([N+](=O)[O-])c1	3%	5%	-14%
CN(C)C(=O)CSc1n[nH]c(-c2ccco2)n1	3%	-8%	5%
CCO[C@@H]1OC(C(=O)Nc2ccccc2)=C[C@H](C2CC2)[C@H]1CCCO	?	5%	?
COc1ccc(CC(=O)O/N=C(\N)c2ccncc2)cc1OC	?	.	-29%
O=C(O)C(Cc1ccccc1)N1C(=O)/C(=C/c2cccs2)SC1=S (stereo not given)	-7%	3%	0%
CCc1ccc(C(=O)Cn2ccsc2=N)cc1	-15%	.	-13%
Cc1ccc(C(=O)[C@@H]2[C@H]3C4COC(O4)C(=O)[C@@H]3[C@H]3C=Cc4ccccc4N32)cc1 (stereo not given in full)	-18%	17%	-3%
CCCC(c1nnnn1CCOC)N1CCN(C(=O)c2ccco2)CC1 (stereo not given)	4%	-1%	13%
CCC(C)NC(=O)c1cc2c(=O)n(CC)c3ccccc3c2s1 (stereo not given)	?	.	?
CC(=O)C1=C(C)Nc2ncnn2C1c1cccc(O)c1 (stereo not given)	13%	.	?
NC(=O)c1ccsc1NC(=O)CS(=O)(=O)c1ccccc1	-18%	-14%	-10%
CCOC(=O)C(CC(=O)c1ccccc1)CC(=O)c1ccccc1	-2%	.	?
Nc1nnc(SCc2ccc(F)cc2Cl)s1	-5%	4%	-6%
O=C(C1=C[C@@H](c2ccc3c(c2)OCO3)C[C@@H](OCCCCO)O1)N1CCOCC1	-1%	-1%	-5%
Cc1nc(C(=O)NC2CCOCC2)sc1C1(C)CC(c2ccccc2)=NO1 (stereo not given)	-29%	2%	-26%
CC1=Nc2ccccc2N=C(NC(=O)CN2CCN(c3ccc(F)cc3)CC2)C1c1ccccc1 (stereo not given)	?	.	?
N#Cc1ncn(C2OC(CO)C(O)C2O)c1N (stereo not given)	5.8µM*	.	5.8µM*
Cc1cc(C)cc(-n2c(C)nc3cc(C(=O)NCc4ccccc4Cl)ccc32)c1	?	3%	2%
Cc1ccc(C(CC(=O)N2CCOCC2)c2ccco2)cc1 (stereo not given)	?	3%	16µM*
CCOc1cc(OCC)cc(C(=O)NCCCN2CCOCC2)c1	4%	8%	-10%
COc1cc(C2NC(=O)NC(C)=C2C(=O)OCC2CCCO2)ccc1O (stereo not given)	-10%	3%	-14%
Cc1ccc(CC(=S)N2CCOCC2)cc1	-20%	0%	-1%
O=c1c(S(=O)(=O)c2ccccc2)cn(Cc2ccccc2)c2cc(N3CCOCC3)c(F)cc12	?	-2%	21µM*
COc1ccc(CN(CC(=O)NCc2ccco2)C(=O)CNS(=O)(=O)c2ccc(C)cc2)cc1	-16%	.	9%
COc1ccc2oc(-c3ccc(NC(=O)c4ccc(N5CCOCC5)c([N+](=O)[O-])c4)cc3)nc2c1	2.1µM*	2%	?
COCCn1c(Cc2ccccc2)nnc1SC(C)C(=O)NC1CC1 (stereo not given)	23%	-6%	1%
Cc1cc(NC(=O)COC(=O)CSc2nc3cc(Cl)ccc3n2Cc2ccccc2)no1	-26%	-3%	-5%
CC(=O)c1cccc(-c2ccnc3c2CC(C(=O)N2CCN(C)CC2)O3)c1 (stereo not given)	-6%	.	-1%
O=S(=O)(N1CCCCC1)N1CCNCC1	7%	7%	3%
Cc1cc(C)nc(N/N=C/c2cccc(Cl)c2)n1	-22%	5%	-20%
O=C(Nc1cccc(F)c1)C1CCN(C(=O)Cc2ccccc2)CC1	?	5%	?
COc1ccc(N2CC(C(=O)Nc3nnc(SCC(=O)c4ccccc4)s3)CC2=O)cc1 (stereo not given)	-28%	-3%	-4%
COc1ccc(-c2nnc(SCC(=O)c3ccc(C)o3)o2)cc1	?	8%	?
Cc1ccc(NC(=O)Cc2ccsc2)cc1S(=O)(=O)N1CCOCC1	-25%	-1%	10%
O=c1c(-c2cccc(Cl)c2)nc2cncnc2n1Cc1ccccc1Cl	11%	.	22%
CC(C)Oc1cc(O)c2c(=O)c(-c3ccc(O)cc3)coc2c1	-27%	0%	-6%
COc1ccc(Cc2nnc(NC(=O)c3ccccc3C)s2)cc1	?	.	?
Cc1ccccc1-c1cc2nc(-c3ccc([N+](=O)[O-])cc3)cc(=O)n2[nH]1	-15%	8%	-22%
COCCNC(=O)NC(=O)COC(=O)C12CC3CC(CC(NC(C)=O)(C3)C1)C2	3%	7%	-15%
C=C1C(N)CC2CC1C2(C)C (stereo not given)	-4%	-4%[56.1 µM]	6%
Cc1c(NC(=O)C2CC=CCC2C(=O)O)c(=O)n(-c2ccccc2)n1C (stereo not given)	12%	.	3%
COc1ccccc1N1CCN(C(=O)/C=C/c2cccs2)CC1	?	-3%	?
CCOC(=O)Cn1c(C)[n+](C)c2cc(Cl)c(Cl)cc21	0%	3%	-2%
Cc1cc(NC(=O)Cc2ccccc2[N+](=O)[O-])no1	?	3%	?
COc1cc(Cn2nnc3ccccc32)cc(Br)c1O	-16%	.	6%

The list goes on:
Molecule	DT40 TDP1 no CPT	TDP1 block	TDP1 cell CPT
COc1ccc(-n2c(-c3cccc(F)c3)nc3c(cnn3-c3ccc(C)cc3)c2=O)cc1	26µM*	-2%	18µM*
Cc1ccc(-c2nnn(CC(=O)N(c3ccccc3)C(C(=O)NCC3CCCO3)c3ccc(F)cc3)n2)o1 (stereo not given)	6%	0%	-10%
Cc1ccc(-n2c(SCc3cn4ccsc4n3)nc3ccccc3c2=O)cc1	21µM*	10%	?
Cc1ccc(NS(=O)(=O)c2c(C(=O)N3CCCCCC3)c(C)n(C)c2C)c(C)c1	-25%	3%	?
O=C(O)COn1c(-c2ccccc2)nc2ccc(Cl)cc21	-10%	4%	27%
CC(=O)c1cccc(NC(=O)C(C)n2c(=O)cc(-c3ccccc3)c3c(C)nn(C)c32)c1 (stereo not given)	?	7%	?
NC(=O)c1ccc(C(F)(F)F)n(Cc2ccc(F)c(F)c2)c1=O	?	5%	?
CCOc1ccc(-c2csc(NC(=O)C3CCCO3)n2)cc1 (stereo not given)	?	3%	?
CCn1cc2nc(SCC(=O)Nc3cc(OC)ccc3OC)n(Cc3ccc(Cl)cc3)c(=O)c2n1	8.2µM*	2%	12µM*
CCCC(=O)Nc1cccc(NC(=O)CN2CCN(c3ccccc3OC)CC2)c1	-16%	4%	-2%
O=C(CSc1nc2ccccc2s1)Nc1ccc(C(=O)O)cc1	22%	2%	8%
CCOC(=O)N1CCN(C(=O)CCc2ccc(S(=O)(=O)NC(C)(C)C)cc2)CC1	3%	3%	-11%
COc1cccc(C(C(=O)NCC2CCCO2)N(CC2CCCO2)C(=O)CN2C(=O)c3ccccc3S2(=O)=O)c1 (stereo not given)	0%	1%	-3%
